Mtb BioA inh: inhibitors of Mycobacterium tuberculosis BioA enzyme; inhibition, % at 9.99 µM; AID 602481; purified M. tuberculosis BioA enzyme, plate reader; 360,000 tested, 0.096% active; in the data active = inhibition above about 40%; inconclusive = no clear call, values can overlap the other calls
MazEF act: MazEF (E. coli) toxin RNase activation; FAM/BHQ RNA-DNA oligo cleavage fluorescence, 5 h; P0AE70; 350,000 tested, 0.32% active; activation, % at 20 µM; in the data active = activation above about 50%
Target sequence (P0AE70 whole entry, looked up): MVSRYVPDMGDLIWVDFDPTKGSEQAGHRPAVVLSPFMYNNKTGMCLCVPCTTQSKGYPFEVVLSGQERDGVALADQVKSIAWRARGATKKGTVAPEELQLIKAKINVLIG
Rv3671c protease: inhibits the M. tuberculosis serine protease Rv3671c; inhibition, % at 5.96 µM; 320,000 tested, 0.048% active; AID 2606; in the data active = inhibition above about 38%;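 also: extracellular domain of Rv3671c used as enzyme; 0% = enzyme with DMSO and 100% = no enzyme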
Target sequence (P9WHR9 whole entry, looked up, the tested form may be a part): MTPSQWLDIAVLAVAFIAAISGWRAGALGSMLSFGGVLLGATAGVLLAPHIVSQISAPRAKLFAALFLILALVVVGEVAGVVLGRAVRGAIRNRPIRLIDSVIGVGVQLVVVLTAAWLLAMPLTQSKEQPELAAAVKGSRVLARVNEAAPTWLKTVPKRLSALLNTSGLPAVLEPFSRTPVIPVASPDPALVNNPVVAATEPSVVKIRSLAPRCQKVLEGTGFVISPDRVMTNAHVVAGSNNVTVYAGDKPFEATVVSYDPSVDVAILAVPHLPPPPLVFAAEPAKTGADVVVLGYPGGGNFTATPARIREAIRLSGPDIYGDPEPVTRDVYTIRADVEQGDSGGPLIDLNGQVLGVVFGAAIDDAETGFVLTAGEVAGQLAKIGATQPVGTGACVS
BoNT-F LC inh: BoNT F light chain protease inhibition; inhibition, % at 10 µM; AID 588497; Multiplex microsphere protease cleavage assay, flow cytometry; 360,000 tested, 0.22% active; in the data active = inhibition above about 35%, passing the limit was not always enough; inconclusive = no clear call, values can overlap the other calls; also: plate controls were buffer without enzyme for full effect and enzyme alone for no effect
FadD28 FP inh: M. tuberculosis FadD28 bisubstrate binding inhibition; FadD28 bisubstrate probe binding, fluorescence polarization; inhibition, % at 12.5 µM; 360,000 tested, 0.22% active; in the data active = inhibition above about 8.5%, passing the limit was not always enough; inconclusive = no clear call, values can overlap the other calls
GDH-TPI inh: inhibits GDH-TPI coupling enzymes, artifact for Mtb FBA screen. GDH-TPI coupled enzyme counterscreen, NADH absorbance. AID 588335. inhibition, % at 4.8 µM. 360,000 tested, 1.2% active;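 also: 0% = DMSO wells and 100% = wells lacking the enzyme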
Mtb UGM inh: blocks M. tuberculosis UGM enzyme. P9WIQ1. purified UGM, fluorescence polarization probe displacement. inhibition, % at 10 µM. 320,000 tested, 0.06% active; in the data active = inhibition above about 10%, passing the limit was not always enough; inconclusive = no clear call, values can overlap the other calls
Target sequence (P9WIQ1 whole entry, looked up): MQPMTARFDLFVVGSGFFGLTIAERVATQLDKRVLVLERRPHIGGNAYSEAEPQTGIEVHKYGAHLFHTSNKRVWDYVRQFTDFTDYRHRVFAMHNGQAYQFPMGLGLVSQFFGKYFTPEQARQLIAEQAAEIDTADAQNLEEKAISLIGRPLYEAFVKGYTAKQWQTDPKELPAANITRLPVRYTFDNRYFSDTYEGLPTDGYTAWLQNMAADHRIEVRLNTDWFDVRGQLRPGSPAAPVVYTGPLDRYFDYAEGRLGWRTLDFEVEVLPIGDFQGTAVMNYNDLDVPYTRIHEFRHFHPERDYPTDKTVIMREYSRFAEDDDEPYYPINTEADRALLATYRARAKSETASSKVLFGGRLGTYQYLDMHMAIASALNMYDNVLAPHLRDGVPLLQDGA
FBA Mtb inh: inhibitors of M. tuberculosis fructose-bisphosphate aldolase; P9WQA3; purified M. tuberculosis FBA, fluorescence read-out; 360,000 tested, 2.3% active; inhibition, % at 1 µM; in the data active = inhibition above about 27%;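 also: 0% = vehicle and 100% = reference inhibitor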
DUSP3 inh: blocks human VHR1 dual specificity phosphatase; AID 1654; recombinant VHR phosphatase, pNPP absorbance; 290,000 tested, 0.52% active; inhibition, % at 13.3 µM; P51452; in the data active = inhibition above about 50%; also: some compounds called inactive have numbers as strong as hits
CCHF vOTU inh: CCHFV vOTU protease inhibition | inhibition, % at 11.5 µM | 370,000 tested, 0.55% active | AID 651958 | Pep-AMC fluorescence; also: 0% = vehicle wells with enzyme and 100% = no enzyme wells
Starred values were filed as active, the others as inactive; ? = inconclusive; / = no result given. Rule as the data show it, unless noted: active = inhibition above about 30%; inactive = the rest.

item	Compound	Mtb BioA inh	MazEF act	Rv3671c protease	BoNT-F LC inh	FadD28 FP inh
1	COC(=O)C1=C(C)N(Cc2ccccc2)C(=O)N[C@H]1c1ccco1	-2.0	4	-1	0	-5.0
2	O=C(C1CCN(c2nc3ccc(Br)cc3s2)CC1)N1CCC2(CC1)OCCO2	/	-7	-14	-1	-2.8
3	CC(=O)Nc1cc2ccc(OC(C)=O)cc2oc1=O	-1.5	13	3	-4	-0.8
4	Cc1ccc(OCCN2CCOCC2)cc1C	0.3	-20	5	/	1.1
5	COc1ccc(C)cc1NC(=O)CN1CCCC1c1ccc2c(c1)OCCCO2 (configuration not stated)	-0.3	0	-5	-2	-2.7
6	CCOC(=O)N1CCN(C(=O)CCCCn2c(=S)[nH]c3ccsc3c2=O)CC1	/	-17	-1	-3	0.2
7	CC(C)Cn1c(=O)[nH]c(=O)c2c(C(F)(F)F)cc(-c3ccccc3)nc21	-1.1	6	-6	0	-4.2
8	CC1=NN=C(c2ccc(N)cc2)c2cc3c(cc2C1)OCO3	0.6	-9	6	-11	-3.9
9	Cc1ccccc1OCC(=O)OCC(=O)c1ccc(-c2ccccc2)cc1	-0.8	0	-5	-3	1.1
10	Cc1csc(OCC(=O)Nc2ccc(C)c(C)c2)n1	6.8	2	-4	-8	-1.6

item	GDH-TPI inh	Mtb UGM inh	FBA Mtb inh	DUSP3 inh	CCHF vOTU inh
1	4	0.2	-1	/	2
2	6	6.9	-1	27	10
3	18	-2.5	179*	21	-198
4	16	-0.4	-4	-16	-7
5	7	-1.0	3	/	-1
6	7	0.2	4	-2	1
7	16	0.2	4	-8	9
8	11	3.0	-2	/	7
9	12	1.2	9	-8	-4
10	4	/	1	23	8

New compounds follow.
item	Compound	Mtb BioA inh	MazEF act	Rv3671c protease	BoNT-F LC inh	FadD28 FP inh
11	CCc1nn(C(C)C(=O)NC(C)CCc2ccco2)c(=O)c2cc3occc3n12 (configuration not stated)	23	0	0	4	-6.2
12	Cc1cc(C)nc(SCC(=O)c2ccc(F)c(C)c2)n1	2.8	0	-5	?	-0.9
13	O=[N+]([O-])c1ccc(/C=N/Nc2nc(N3CCCCCC3)nc(N3CCCCCC3)n2)o1	-4.0	-10	-4	-4	0.7
14	CCc1ccc(/C=N/NC(=O)C(=O)NCCCN2CCOCC2)cc1	0.4	-1	-1	5	0.8
15	Cc1ccc(NC(=O)CN2CCN(S(=O)(=O)c3cccs3)CC2)cc1S(=O)(=O)N(C)C	0.4	2	-4	-19	-2.9
16	O=C1N(CC(=O)N2CCc3ccccc32)CCN1Cc1ccccc1Cl	-0.7	5	2	-10	-0.8
17	Cc1ccc(NC(=O)C2CC(=O)N/C(=N/N=C/c3ccco3)S2)cc1C (configuration not stated)	-0.3	2	-84	7	2.4
18	Cc1ccn2c(C(C)O)nnc2c1 (configuration not stated)	/	-1	/	-3	-0.9
19	CN(C(=O)c1ccccc1)c1ccc(OCC(=O)NC2CCS(=O)(=O)C2)cc1 (configuration not stated)	-2.1	-3	-4	5	-1.1
20	CCN(CC)CC(=O)N1N=C(c2cccs2)CC1c1ccco1 (configuration not stated)	-0.4	1	-1	0	-2.0

item	GDH-TPI inh	Mtb UGM inh	FBA Mtb inh	DUSP3 inh	CCHF vOTU inh
11	-2	0.4	3	11	/
12	-4	0.8	-2	6	11
13	12	3.1	-5	-5	-12
14	10	1.3	0	2	0
15	1	0.3	-1	4	-10
16	1	-2.2	3	17	3
17	52*	1.2	-2	23	/
18	4	/	1	/	1
19	3	1.6	1	-15	-1
20	15	0.1	2	12	1

8 structures from above, arranged by SMILES length, falling.
item	Compound	Mtb BioA inh	MazEF act	Rv3671c protease	BoNT-F LC inh	FadD28 FP inh
15	Cc1ccc(NC(=O)CN2CCN(S(=O)(=O)c3cccs3)CC2)cc1S(=O)(=O)N(C)C	0.4	2	-4	-19	-2.9
19	CN(C(=O)c1ccccc1)c1ccc(OCC(=O)NC2CCS(=O)(=O)C2)cc1 (configuration not stated)	-2.1	-3	-4	5	-1.1
11	CCc1nn(C(C)C(=O)NC(C)CCc2ccco2)c(=O)c2cc3occc3n12 (configuration not stated)	23	0	0	4	-6.2
1	COC(=O)C1=C(C)N(Cc2ccccc2)C(=O)N[C@H]1c1ccco1	-2.0	4	-1	0	-5.0
5	COc1ccc(C)cc1NC(=O)CN1CCCC1c1ccc2c(c1)OCCCO2 (configuration not stated)	-0.3	0	-5	-2	-2.7
20	CCN(CC)CC(=O)N1N=C(c2cccs2)CC1c1ccco1 (configuration not stated)	-0.4	1	-1	0	-2.0
12	Cc1cc(C)nc(SCC(=O)c2ccc(F)c(C)c2)n1	2.8	0	-5	?	-0.9
18	Cc1ccn2c(C(C)O)nnc2c1 (configuration not stated)	/	-1	/	-3	-0.9

item	GDH-TPI inh	Mtb UGM inh	FBA Mtb inh	DUSP3 inh	CCHF vOTU inh
15	1	0.3	-1	4	-10
19	3	1.6	1	-15	-1
11	-2	0.4	3	11	/
1	4	0.2	-1	/	2
5	7	-1.0	3	/	-1
20	15	0.1	2	12	1
12	-4	0.8	-2	6	11
18	4	/	1	/	1

Later entries:
item	Compound	Mtb BioA inh	MazEF act	Rv3671c protease	BoNT-F LC inh	FadD28 FP inh
21	CSc1nnc(C)c(/C=C/Nc2ccc(F)cc2)n1	2.4	18	0	-10	-0.7
22	CSc1ccccc1C(=O)N(C)C(c1ccccc1)c1ccccc1	-2.8	-9	0	0	0.0
23	COc1ccc(-c2csc(N(CCCN3CCOCC3)C(=O)c3ccco3)n2)cc1	-0.6	-16	-6	-7	-1.8
24	Clc1ccc(-c2[nH]ncc2N=Nc2ccccc2)cc1	-1.5	0	-9	6	-2.3
25	CCC(C)N(C(=O)COc1ccc(NC(C)=O)cc1)C1CCS(=O)(=O)C1 (configuration not stated)	/	4	3	2	-2.3
26	CCCCn1c(SCC(=O)c2ccccc2)nc2c1c(=O)[nH]c(=O)n2C	0.6	11	-6	-38	-0.3
27	O=C(Nc1nc(-c2ccccc2)cs1)C1COc2ccccc2O1 (configuration not stated)	-2.4	8	-220	5	-4.1
28	CCn1c(SCC(=O)N2CCCC2)nc2ccccc2c1=O	2.6	-4	-1	4	-3.5
29	COc1ccc(C(=O)OCC(=O)NC2CC2)cc1	-0.2	-1	/	4	1.9
30	CN1CCN(C(CNC(=O)c2ccc(Br)o2)c2ccc(F)cc2)CC1 (configuration not stated)	0.0	9	-1	-12	-2.7

item	GDH-TPI inh	Mtb UGM inh	FBA Mtb inh	DUSP3 inh	CCHF vOTU inh
21	11	2.7	-3	21	13
22	-3	-1.1	4	2	4
23	-3	-1.2	3	21	6
24	17	-2.4	1	-6	7
25	-3	-1.9	-3	36	13
26	4	1.2	3	-9	2
27	-9	-0.3	-1	23	-6
28	-2	0.5	0	-14	0
29	0	/	7	/	-10
30	-4	0.1	0	/	0

Carrying on:
item	Compound	Mtb BioA inh	MazEF act	Rv3671c protease	BoNT-F LC inh	FadD28 FP inh
31	Cc1c(NC(=O)C(C)OC(=O)Cc2ccccc2)c(=O)n(-c2ccccc2)n1C (configuration not stated)	0.2	3	-3	-4	0.4
32	COc1ccc(S(=O)(=O)Nc2ccccn2)c(C)c1C	0.7	4	-6	-3	-4.3
33	CCOc1ccc2nc(NS(=O)(=O)c3ccc(NC(C)=O)cc3)sc2c1	0.2	8	-6	-12	0.6
34	NS(=O)(=O)c1cnccc1NCCc1ccccc1	0.2	2	1	?	-1.6
35	COc1ccc(N2CSC3=C(C#N)C(c4cccc(OC)c4OC)CC(=O)N3C2)cc1 (configuration not stated)	-1.6	-6	-4	-10	-2.9
36	CCOC(=O)c1c(/N=C/c2cccc(C)c2O)sc2c1CCN(C)C2	/	0	-1	-8	-1.4
37	COc1cc(C(=S)N2CCCCC2)ccc1OCC(=O)Nc1ccccc1Cl	-1.4	-17	-4	0	-0.7
38	CNC(=O)COc1coc(CN2CCN(c3ccc(F)cc3)CC2)cc1=O	1.6	0	-4	2	-0.5
39	Cc1nc(C)n(CC(O)COc2ccc(C(=O)c3ccccc3)cc2)n1 (configuration not stated)	-3.8	4	-12	-14	-1.7
40	COc1cc2c(cc1OC)C(COc1ccc([N+](=O)[O-])cc1)N(C(C)=O)CC2 (configuration not stated)	9.4	4	5	0	-1.0

item	GDH-TPI inh	Mtb UGM inh	FBA Mtb inh	DUSP3 inh	CCHF vOTU inh
31	12	0.5	1	2	-21
32	-4	0.5	-2	-2	12
33	-2	-0.3	1	24	-10
34	-1	-0.9	1	/	-18
35	7	-0.2	-1	11	15
36	1	/	5	30	/
37	4	1.5	6	12	-2
38	16	-2.1	2	9	-9
39	6	-1.3	2	-13	-1
40	7	-0.7	2	18	-3

The list goes on:
item	Compound	Mtb BioA inh	MazEF act	Rv3671c protease	BoNT-F LC inh	FadD28 FP inh
41	O=S(=O)(/N=C(\Nc1ccc(F)cc1)C(F)(F)F)c1ccccc1	2.5	3	-4	-4	0.7
42	Cc1ccc(C(=O)Nc2ccc3ccccc3c2)cc1	-0.3	12	4	?	-2.0
43	Cc1cccc(C(=O)NCC(c2cccs2)N2CCOCC2)c1 (configuration not stated)	-2.8	-6	2	9	-0.6
44	Cc1cc(=O)[nH]c(SCc2cccc(Br)c2)n1	0.6	-6	5	3	0.1
45	Cc1ccc(C2=NN(CC(=O)NCc3cccs3)C(=O)CC2)cc1	/	-4	9	-1	-0.7
46	CCC/C(O)=C1\C(=O)CC(c2ccccc2)CC1=NCCc1c(C)[nH]c2ccccc12 (configuration not stated)	-0.8	-7	-4	0	-0.6
47	COc1ccc2sc(-c3ccc(S(C)(=O)=O)cc3)c(C#CCO)c2c1	0.3	2	-26	8	-4.5
48	Cc1cc(=O)oc(C)c1C(=O)NCCC1=CCCCC1	-0.1	-4	9	-7	-3.9
49	COc1ccc(-c2csc(NCCc3nc4cc(Cl)c(Cl)cc4n3CCCO)n2)cc1	-1.1	-9	3	-8	-3.6
50	COc1ccccc1COC(=O)c1cccc(S(=O)(=O)N2CCCC2)c1	-2.2	8	/	18	?

item	GDH-TPI inh	Mtb UGM inh	FBA Mtb inh	DUSP3 inh	CCHF vOTU inh
41	1	0.2	-2	12	0
42	12	-0.9	-1	12	17
43	4	/	0	/	6
44	16	-0.7	1	15	10
45	7	-0.9	0	10	-9
46	0	-0.3	4	-4	10
47	34*	-1.9	21	/	-4
48	-7	1.0	1	-2	1
49	0	1.6	-5	/	2
50	-1	/	6	/	10
